AT treatment = qHTS Assay for Identifying a Potential Treatment of Ataxia-Telangiectasia; […] A-T fibroblasts, KAP-1 phosphorylation AlphaLISA; neocarzinostatin DNA damage 30 min before lysis; Potency, µM (series often up to 57.5 µM), without a hit: at the highest dose activation, most hits filed as activators; 320,000 tested, 0.19% active; AID 485349, 2010; note: potency is the fitted concentration of half-maximal effect; % of control where 0% means no effect; nearly all actives have a fitted effect of over 45% in size
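hTERT-immortalized A-T patient fibroblasts ([…]), 500 cells/well in OPTI-MEM, 1% FBS, got compounds for 60 min, then NCS for 30 min at 37C. Lysates were then assayed for phospho-KAP-1 by AlphaLISA (anti-pKAP1 donor, anti-KAP1 acceptor beads), 6 hr at 25C.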
TSHR antag = Antagonists of the Thyroid Stimulating Hormone Receptor: HTS campaign. TSHR-expressing cells, TSH-stimulated cAMP HTRF, 2 h; hits give low values. activity change, negative = inhibition, % at 11.5 µM. 330,000 tested, 0.2% active. AID 504810, 2011;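 active = activity change below a set negative limit, meaning inhibition stronger than a set level, cut at about -70% in these data; inconclusive = activity change between two set negative limits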; note: % is set by controls: 0 for no effect and ±100 for the full control effect
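TSHR-expressing cells were treated with compounds, then stimulated with TSH at EC80 (4nM final) for 2 hours at 37 deg C. Cellular cAMP was measured by HTRF competition between lysate cAMP and cAMP-d2 for a cryptate-labelled anti-cAMP antibody.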
ELG1 repair inh = qHTS screen for small molecules that inhibit ELG1-dependent DNA repair in human embryonic kidney (HEK293T) cells expressing luciferase-tagged ELG1; Potency, µM (series often up to 46.1 µM), without a hit: at the top dose activity change, negative = inhibition, hits mostly inhibitors; HEK293T ELG1-luciferase reporter, luminescence, 16 h; DNA damage induced by 5-fluorouridine; 330,000 tested, 2.3% active; note: potency is the fitted concentration of half-maximal effect; % is set by controls: 0 for no effect and ±100 for the full control effect; nearly all actives have a fitted effect of over 55% in size
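5-Fluorouridine DNA damage + compound/DMSO, 2,000 cells/well, 16 h, 37 °C/5% CO2. ONE-Glo, 30 min RT, luminescence. Readout = decrease in reporter signal.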
BCR signal inh = qHTS Assay to Find Inhibitors of Chronic Active B-Cell Receptor Signaling; ABC-DLBCL IkBa-CBG/CBR reporter, luminescence ratio, 4 h; Potency, µM (doses to about 46.1 µM), for the others: at the highest dose ratio change, negative = lower green/red ratio, usual class: inhibitors; 340,000 tested, 0.05% active; active = well fitted inhibition curve with a large enough effect in the signal ratio, with a control signal flat, not every such curve was filed as active; inconclusive = small, poorly fitted or top-dose-only effect, or effect the other way, or a change in a side signal; the % refers to the signal ratio;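 note: potency is the fitted concentration of half-maximal effect; plate controls were basal doxycycline-induced cells for no effect and cells given 10 µM MG132 for full effect; MG132 reads +100%, hits lower the ratio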
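TMD8 human ABC-DLBCL cells with doxycycline-inducible IκBα–green luciferase fusion and unfused red luciferase, in 0.5% FBS medium; compounds up to 46 uM, 4 h at 37C. Green/red luminescence ratio, filter-overlap corrected, fitted to concentration-response curves.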
TCR activator = Activators of T cell receptors: qHTS campaign. primary human leukocytes, anti-CD3, IL-2 HTRF, 48 h. Potency, µM (series often up to 9.22 µM), for the others: top-dose activation of IL-2 secretion, actives largely listed as activators. 330,000 tested, under 10 active. AID 504894, 2011; note: % of control where 0% means no effect
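1) Mix primary human leukocytes, a-CD3 beads and compound. 2) Incubate 48 hr. 3) Add HTRF IL-2 reagents (a-IL-2-K, a-IL-2-d2).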
Mito fusion yeast = qHTS Assay for Small Molecule Inhibitors of Mitochondrial Division or Activators of Mitochondrial Fusion; S. cerevisiae fusion-defective mutant growth rescue, CellTiterGlo 48 h; Potency, µM (doses to about 46.1 µM), for inactives: at the highest dose growth rescue (activation), actives largely listed as activators; 320,000 tested, 0.23% active;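 note: potency is the fitted concentration of half-maximal effect; % of control where 0% means no effect; nearly all actives have a fitted effect of over 45% in size; temperature-sensitive fusion mutants such as fzo1-1 at 37 °C on non-fermentable ethanol glycerol medium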
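Yeast fusion mutant, YPEG (non-fermentable carbon), compound, 48 h at 37C non-permissive; CellTiterGlo added, 10 min RT, luminescence read. Rescued growth = division inhibition.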
TSG101-PTAP inh = qHTS Assay for Iinhibitors of HIV-1 Budding by Blocking the Interaction of PTAP/TSG101; Fluorescence polarization, FITC-PTAP peptide / Tsg101 binding; Potency, µM (top dose mostly 115 µM), for the others: top-dose activity change, negative = inhibition, hits mostly inhibitors; 340,000 tested, under 10 active; AID 493005, 2010; active = well fitted inhibition curve with a large enough effect in the main read-out, with a control signal flat, not every such curve was filed as active; inconclusive = small, poorly fitted or top-dose-only effect, or effect the other way, or a change in a side signal; inactive = no such curve, though single readings can be large or run the other way; note: potency is the fitted concentration of half-maximal effect; % of control where 0% means no effect
Target sequence (Q99816 whole entry, looked up): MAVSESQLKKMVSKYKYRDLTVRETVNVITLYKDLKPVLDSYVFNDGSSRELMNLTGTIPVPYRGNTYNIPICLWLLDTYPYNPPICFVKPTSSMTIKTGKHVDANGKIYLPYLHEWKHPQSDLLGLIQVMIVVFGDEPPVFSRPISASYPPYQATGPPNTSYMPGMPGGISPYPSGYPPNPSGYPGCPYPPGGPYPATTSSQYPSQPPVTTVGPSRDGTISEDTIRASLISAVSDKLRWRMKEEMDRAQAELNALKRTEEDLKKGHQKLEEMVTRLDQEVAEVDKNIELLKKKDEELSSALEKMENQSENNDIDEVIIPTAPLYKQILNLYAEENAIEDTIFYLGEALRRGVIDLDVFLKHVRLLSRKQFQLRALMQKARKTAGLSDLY
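Compounds were pin-transferred onto Tsg101 binding domain (10 uM final) in HEPES pH 7.5 buffer, then FITC-PTAP peptide was added at 50 nM final. After 20 min at RT, polarization reported peptide displacement across a qHTS concentration series.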
S-ASM inh = Inhibitors of Secretory Acid Sphingomyelinase (S-ASM): qHTS; placental ASM, HMU-PC fluorogenic substrate, 60 min; Potency, µM (titrated, usually from 57.5 µM), inactives show top-dose activity change, negative = inhibition, usual class: inhibitors; 340,000 tested, 0.006% active; note: potency is the fitted concentration of half-maximal effect
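Steps: dispense placental human ASM, pin compound, wait 10 min at room temperature, add HMU-PC0 substrate at 9 uM final, incubate 60 min at 37 °C, add stop solution raising pH to 10, read fluorescence.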
Tb PFK inh = qHTS Assay to Find Inhibitors of T. brucei phosphofructokinase. T. brucei PFK, ADP-Glo luminescence. Potency, µM (top dose mostly 57.5 µM), for inactives: at the highest dose activity, negative = inhibition, actives largely listed as inhibitors. 330,000 tested, 0.17% active. AID 485367, 2010;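 note: potency is the fitted concentration of half-maximal effect; 0% = uninhibited 1x PFK enzyme wells and -100% = no-enzyme wells; nearly all actives have a fitted effect of over 60% in size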
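In TEA buffer at pH 8.0 with 5 mM MgCl2, enzyme (1.25 nM) converted F6P (0.5 mM) and ATP (0.1 mM) for 45 min at room temperature. ADP product was read by luciferase luminescence.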
Eya2 phos inh = qHTS Assay for Inhibitors of the Phosphatase Activity of Eya2; 330,000 tested, 0.006% active; Potency, µM (highest dose often 76.9 µM), inactives show top-dose activity, negative = inhibition, hits mostly inhibitors; recombinant Eya2, OMFP fluorescence dephosphorylation (OMFP is methylfluorescein phosphate); note: potency is the fitted concentration of half-maximal effect; % is set by controls: 0 for no effect and ±100 for the full control effect
Target sequence (O00167 whole entry, looked up): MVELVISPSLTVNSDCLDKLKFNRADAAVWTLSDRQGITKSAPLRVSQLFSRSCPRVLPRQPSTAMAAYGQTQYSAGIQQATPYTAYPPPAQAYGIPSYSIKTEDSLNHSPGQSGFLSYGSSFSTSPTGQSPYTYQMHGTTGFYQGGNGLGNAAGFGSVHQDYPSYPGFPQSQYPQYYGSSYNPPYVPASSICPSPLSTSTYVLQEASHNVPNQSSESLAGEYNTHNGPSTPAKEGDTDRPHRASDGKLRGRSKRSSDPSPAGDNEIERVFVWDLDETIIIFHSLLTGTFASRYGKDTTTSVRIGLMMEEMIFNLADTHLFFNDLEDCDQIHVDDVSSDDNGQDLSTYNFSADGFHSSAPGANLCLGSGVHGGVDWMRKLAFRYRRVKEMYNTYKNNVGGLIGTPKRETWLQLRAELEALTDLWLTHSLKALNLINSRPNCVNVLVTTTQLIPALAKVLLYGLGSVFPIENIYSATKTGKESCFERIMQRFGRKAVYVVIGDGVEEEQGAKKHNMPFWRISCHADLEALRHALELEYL
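Eya2 protein (added as 0.2 uM solution) was preincubated with compound for 10 min at ambient temperature in 50 mM HEPES pH 7.5, 50 mM NaCl, 5 uM MgCl2, 0.05% BSA, 1 mM DTT. OMFP (added at 50 uM) then reacted 10 min; fluorescence read at 485/525 nm.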
a7 integrin act = qHTS for Activators of Integrin-Mediated Alleviation for Muscular Dystrophy; alpha7betagal myoblasts, beta-gal FDG fluorescence, 48 h; Potency, µM (titrated, usually from 38.3 µM), for the others: at the top dose activation, actives largely listed as activators; 350,000 tested, 0.064% active; AID 624291, 2012;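 note: potency is the fitted concentration of half-maximal effect; 100% = response of the positive control SU9516; nearly all actives have a fitted effect of over 60% in size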
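alpha7betagal+/- myoblasts (passage 13, 250/well) treated 48 h at 37C with compounds at 1:260 dilution of DMSO stock. Lysed, then beta-galactosidase activity read as FDG fluorescence (ex 480/em 540) after 30 min, with pre-read for autofluorescence.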
Starred values were filed as active, the others as inactive; ? = inconclusive; nt = not tested or not shown; [ ] = remark or other dose. Unless noted, calls come from the whole dose curve; as a rule, active = well fitted curve in the direction sought with a large enough effect; inconclusive = small, poorly fitted or top-dose-only effect, or another doubt; inactive = no such curve, though single readings can be large; an effect the other way counts as inactive or inconclusive. Compounds as they come; overall some 3.2% were active at least once.

A first look, 7 compounds:
SMILES	AT treatment	TSHR antag	ELG1 repair inh	BCR signal inh	TCR activator	Mito fusion yeast	TSG101-PTAP inh	S-ASM inh	Tb PFK inh	Eya2 phos inh	a7 integrin act
CS(=O)(=O)N(CC(=O)Nc1cccnc1)c1ccc2c(c1)OCO2	5%	19	-2%	8%	nt	4%	0%	2%	4%	6%	-14%[7.66 µM]
COc1ccc(C)cc1Nc1nc(-c2c[nH]c3ccccc23)cs1	17%	6	10%	?	2%[46.1 µM]	-1%	0%	9%	-13%	-13%	14%
CCc1ccc(NC(=O)CSCCO)cc1	3%	10	?	1%	-1%[46.1 µM]	3%	-1%	5%	3%	-5%	2%
CSCCC(NS(=O)(=O)c1ccc(C)cc1)C(=O)N1CCN(S(=O)(=O)c2ccc(F)cc2)CC1 (configuration not stated)	-2%	8	-1%	?	-4%	-9%	-4%	-2%	16%	-9%	-11%
COc1ccc(C(=O)/C=C(\C)Nc2ccc(NC(C)=O)cc2)cc1	1%	3	?	?	28%	0%	-11%	-3%	-9%	7%	21%
CCOc1ccccc1-n1nnnc1SCC(=O)OC	12%	-7	3%	3%	4%	9%	-1%	7%	0%	6%	-3%
CSc1ccc(Cl)c(C(=O)OCC(=O)N2CCOCC2)c1	2%	0	5%	-3%	4%	-7%	0%	1%	2%	-6%	17%

Main list, repeating the preview:
SMILES	AT treatment	TSHR antag	ELG1 repair inh	BCR signal inh	TCR activator	Mito fusion yeast	TSG101-PTAP inh	S-ASM inh	Tb PFK inh	Eya2 phos inh	a7 integrin act
CS(=O)(=O)N(CC(=O)Nc1cccnc1)c1ccc2c(c1)OCO2	5%	19	-2%	8%	nt	4%	0%	2%	4%	6%	-14%[7.66 µM]
COc1ccc(C)cc1Nc1nc(-c2c[nH]c3ccccc23)cs1	17%	6	10%	?	2%[46.1 µM]	-1%	0%	9%	-13%	-13%	14%
CCc1ccc(NC(=O)CSCCO)cc1	3%	10	?	1%	-1%[46.1 µM]	3%	-1%	5%	3%	-5%	2%
CSCCC(NS(=O)(=O)c1ccc(C)cc1)C(=O)N1CCN(S(=O)(=O)c2ccc(F)cc2)CC1 (configuration not stated)	-2%	8	-1%	?	-4%	-9%	-4%	-2%	16%	-9%	-11%
COc1ccc(C(=O)/C=C(\C)Nc2ccc(NC(C)=O)cc2)cc1	1%	3	?	?	28%	0%	-11%	-3%	-9%	7%	21%
CCOc1ccccc1-n1nnnc1SCC(=O)OC	12%	-7	3%	3%	4%	9%	-1%	7%	0%	6%	-3%
CSc1ccc(Cl)c(C(=O)OCC(=O)N2CCOCC2)c1	2%	0	5%	-3%	4%	-7%	0%	1%	2%	-6%	17%
CN(C(=O)C1CCC(=O)N(CCc2ccc(Cl)cc2)C1)C1CCOCC1 (configuration not stated)	-1%	-2	2%	1%	-1%	-1%	-3%	4%	0%	-13%	13%
O=C(c1ccoc1)N1CCC2(CC1)Oc1ccc(F)cc1C(=O)C21CC(c2cccnc2)=NO1 (configuration not stated)	-26%	-6	?	-13%	-2%	5%	-5%	-3%	6%	-17%	17%
CCOC(=O)CSc1nnc(NC(=O)c2cccc([N+](=O)[O-])c2)s1	-9%	-28	12%	?	-6%[46.1 µM]	15%	0%	-1%	-2%	-2%	26%
CCc1cc2c(=O)c(-c3cnn(-c4ccccc4)c3)c(C(F)(F)F)oc2c(CN(C)C)c1O	-7%	12	-1%	?	3%[46.1 µM]	4%	-1%	-2%	-4%	1%	-16%
C=CCSc1nnc(-c2nnc(SCC=C)n2CC)n1CC	0%	1	-11%	-3%	-24%	1%	-5%	5%	4%	-16%	15%
C/C(=N\O)c1oc2ccc3c(C)cc(=O)oc3c2c1C	-7%	9	19%	9%	9%	-2%	-3%	10%	-11%	1%	5%
COc1cc(OC)cc(C(=O)Nc2ccc3c(c2)COC3=O)c1	7%	-1	28%	?	1%	5%	-9%	2%	0%	2%	13%
COc1cc(S(=O)(=O)NCCN2CCOCC2)ccc1-n1cnnn1	14%	-29	-26%	?	-3%	-1%	-5%	1%	3%	1%	18%
Cc1ccc2nc(NC(=O)c3ccccn3)sc2c1	6%	-18	?	?	1%	-7%	1%	-2%	-4%	-7%	-58%[inhibitor]
CC(Sc1ccc2c(c1)OCCO2)C(=O)Nc1ncc(Cl)cc1Cl (configuration not stated)	6%	-14	5%	6%	9%	0%	0%	4%	-1%	13%	0%
CNS(=O)(=O)c1cccc(C(=O)NCC(c2cccs2)N2CCOCC2)c1 (configuration not stated)	2%	-4	0%	-5%	10%	-5%	-5%	2%	6%	-21%	-23%
O=C(CNC(=O)c1cccc(Br)c1)N/N=C/c1cc(Br)cc(Br)c1O	-8%	-2	-27%	2%	5%	11%	-1%	219%[activator]	-1%	-2%	0%
COC(=O)c1sc(NC(=O)COc2cccc(C)c2)nc1C	-5%	1	?	?	0%[46.1 µM]	4%	-1%	3%	7%	-1%	6%
N#C/C(=C/c1cccn1-c1cccc(C(=O)O)c1)c1ccc(F)cc1	-2%	-31	-12%	7%	2%	0%	-1%	6%	0%	-1%	10%
CN(C)c1ccnc(N(Cc2ccccc2)Cc2ccccc2)c1C#N	8%	18	?	14%	0%	19%	-4%	-3%	-3%	-19%	-21%
CO/N=C(/CS(=O)Cc1ccc(Cl)cc1)c1ccc(Cl)cc1 (configuration not stated)	17%	-5	-9%	11%	-1%	24%	-5%	-2%	0%	6%	6%
CC(=O)/C(=C\Nc1ccc(OCc2ccccc2)cc1)c1ccccc1	3%	-4	4%	-5%	0%	6%	1%	-8%	-5%	4%	-16%
COC(=O)/C(C#N)=C/N(C)C	-2%	3	-1%	?	-3%	-2%	0%	-2%	-2%	3%	12%
Cn1nnnc1NCc1ccc(Cl)cc1	-1%	-9	10%	-15%	1%	7%	0%	8%	-18%	0%	18%
O=C(NCCCN1CCC(Cc2ccccc2)CC1)C1CCC(=O)N1C1CCCC1 (configuration not stated)	26%	19	10%	4%	2%	3%	-1%	5%	1%	-6%	-6%
COc1ccccc1OCCSc1nc2ccccc2c(=O)[nH]1	-4%	6	?	15%	5%	-2%	-4%	-1%	16%	5%	-2%
O=C(CN1C(=O)C2CC=C(Cl)CC2C1=O)Nc1ccc(C(=O)O)cc1 (configuration not stated)	-5%	19	9%	0%	2%	0%	0%	-4%	15%	-17%	10%[7.66 µM]
CCc1ccccc1NC(=O)CCN1C(=O)C2C3CCC(C3)C2C1=O (configuration not stated)	-6%	7	17%	5%	2%	-4%	1%	5%	-1%	-9%	6%

An excerpt from above in order of their number in a7 integrin act, low to high.
SMILES | TSHR antag | BCR signal inh | TCR activator | Mito fusion yeast | TSG101-PTAP inh | S-ASM inh | Tb PFK inh | Eya2 phos inh | a7 integrin act
CC(Sc1ccc2c(c1)OCCO2)C(=O)Nc1ncc(Cl)cc1Cl (configuration not stated) | -14 | 6% | 9% | 0% | 0% | 4% | -1% | 13% | 0%
CO/N=C(/CS(=O)Cc1ccc(Cl)cc1)c1ccc(Cl)cc1 (configuration not stated) | -5 | 11% | -1% | 24% | -5% | -2% | 0% | 6% | 6%
Cn1nnnc1NCc1ccc(Cl)cc1 | -9 | -15% | 1% | 7% | 0% | 8% | -18% | 0% | 18%
